Screening data as filed in PubChem BioAssay.
PME-1 inh – PME-1 inhibitors via competitive probe labeling, primary screen, biochemical, fluorescence polarization, FP-Rh probe, HTS; Protein phosphatase methylesterase 1 (Homo sapiens), Q9Y570; recombinant PME-1; inhibition, % at 5.9 µM; 320,000 compounds, 0.53% hits; AID 2130, 2009;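 active = inhibition above the campaign mean of all compounds plus 3 SD, cut at about 26% in these data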;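 also: competitive labeling of PME-1 active site by serine hydrolase directed probe; 0% = PME-1 with DMSO and 100% = wells lacking PME-1 enzyme; inhibitors block probe labeling so polarization falls and inhibition rises; many of its hits are not listed in these tables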
Efflux pump inh – inhibitors of Candida efflux pumps in yeast, primary screen, S. cerevisiae, Nile Red, multiplex | S. cerevisiae Candida pump triplex | inhibition, % at 10 µM | 330,000 compounds, 0.44% hits | AID 485275, 2010;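 active = plate passing quality check with inhibition over a set limit, or well fluorescence over plate mean plus 4 SD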;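 also: Nile Red retained in pooled yeast measured as flow cytometry median fluorescence; 0% = buffer negative control and 100% = Enniatin B positive control; higher means more Nile Red kept so more efflux inhibition; some compounds called inactive have numbers as strong as hits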
GLD-1 TGE inh – GLD-1/TGE RNA complex disruptors, primary screen, biochemical, fluorescence polarization. inhibition, % at 5.96 µM. 320,000 compounds, 0.44% hits. purified GLD-1 + fluorescein TGE RNA;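 active = percent inhibition above a per-plate cutoff, the plate mean of test compounds plus 3 SD, cut at about 30% in these data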;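 also: 0% = DMSO wells with GLD-1 and probe and 100% = wells lacking GLD-1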
MEX-5 binding – MEX-5 zinc finger RNA-binding disruptors – biochemical, C. elegans, fluorescence polarization, MLPCN library, primary screen | Zinc finger protein mex-5 (Caenorhabditis elegans), Q9XUB2 | MEX-5/FITC-TCR2 RNA binding; hits give low values | activity score (negative = inhibition of binding), % at 10 µM | 300,000 compounds, 0.38% hits | AID 1832, 2009;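 active = inhibition past about -25% in most replicates, and total fluorescence under double the plate's negative control median, limit read from the data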;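 also: 0% = DMSO and -100% = 5 µM competing unlabeled TCR2 RNA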
MCL1 BIM primary – inhibitors of MCL1 binding to BIM-BH3, primary screen, biochemical, fluorescence polarization; 320,000 compounds, 0.68% hits; GST-MCL1 / FITC-Bim-BH3 fluorescence polarization; AID 2057, 2009; inhibition, % at 10.9 µM; Induced myeloid leukemia cell differentiation protein Mcl-1 (Homo sapiens), Q07820;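 active = inhibition above the mean inhibition of all tested compounds plus 3 SD, set per campaign, cut at about 40% in these data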;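 also: 0% = DMSO wells and 100% = unlabeled Bim-BH3 peptide control; higher means more loss of mP so more displacement of Bim peptide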
GRK2 inh – compounds blocking aptamer binding on GRK2 – biochemical, human GRK2, bead flow cytometry, HTS, primary screen; inhibition of aptamer binding, % at 10 µM; Beta-adrenergic receptor kinase 1 (Homo sapiens), P25098; 330,000 compounds, 0.59% hits; FAM-aptamer displacement from GRK2;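 active = inhibition of aptamer binding above 40%, roughly 3 SD of noise, on plates passing a quality check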;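 also: median bead fluorescence of bound FAM aptamer so fluorescent compounds give negative values; no value below 0 was filed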
Fam108B counter – mouse Fam108B serine hydrolase inhibitors, primary screen, counter-screen for RBBP9 inhibitor project, biochemical, fluorescence polarization; recombinant Fam108B, FP-Rh probe fluorescence polarization; 300,000 compounds, 0.33% hits; inhibition, % at 9.51 µM;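 active = inhibition above the screen mean inhibition plus 3 SD, computed separately per campaign, cut at about 18% in these data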;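 also: inhibitors lower polarization as less probe binds the enzyme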
Bcl-xL primary – inhibitors of human Bcl-xL, primary screen, biochemical, fluorescence polarization, HTS | inhibition, % at 10.9 µM | GST-Bcl-xL / FITC-Bim BH3 peptide fluorescence polarization | Bcl-2-like protein 1 (Homo sapiens), Q07817 | 320,000 compounds, 0.7% hits;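 active = inhibition above the mean of all tested compounds plus 3 SD, cutoff set per campaign, cut at about 30% in these data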;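 also: 0% = DMSO wells and 100% = unlabeled Bim-BH3 peptide competitor; inhibitors lower millipolarization by displacing the labeled peptide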
VLA-4 inh – inhibition in human VLA-4 binding assay, primary screen, VLA-4 allosteric modulator project, MLPCN library, flow cytometry, VLA-4 expressing cells; Integrin alpha-4 (Homo sapiens), P13612; ligand binding flow cytometry; inhibition, % (about 7 µM as worked out from the volumes in the protocol); 330,000 compounds, 0.2% hits; in the data active = inhibition above about 50%
Target sequence (P13612 whole entry, looked up): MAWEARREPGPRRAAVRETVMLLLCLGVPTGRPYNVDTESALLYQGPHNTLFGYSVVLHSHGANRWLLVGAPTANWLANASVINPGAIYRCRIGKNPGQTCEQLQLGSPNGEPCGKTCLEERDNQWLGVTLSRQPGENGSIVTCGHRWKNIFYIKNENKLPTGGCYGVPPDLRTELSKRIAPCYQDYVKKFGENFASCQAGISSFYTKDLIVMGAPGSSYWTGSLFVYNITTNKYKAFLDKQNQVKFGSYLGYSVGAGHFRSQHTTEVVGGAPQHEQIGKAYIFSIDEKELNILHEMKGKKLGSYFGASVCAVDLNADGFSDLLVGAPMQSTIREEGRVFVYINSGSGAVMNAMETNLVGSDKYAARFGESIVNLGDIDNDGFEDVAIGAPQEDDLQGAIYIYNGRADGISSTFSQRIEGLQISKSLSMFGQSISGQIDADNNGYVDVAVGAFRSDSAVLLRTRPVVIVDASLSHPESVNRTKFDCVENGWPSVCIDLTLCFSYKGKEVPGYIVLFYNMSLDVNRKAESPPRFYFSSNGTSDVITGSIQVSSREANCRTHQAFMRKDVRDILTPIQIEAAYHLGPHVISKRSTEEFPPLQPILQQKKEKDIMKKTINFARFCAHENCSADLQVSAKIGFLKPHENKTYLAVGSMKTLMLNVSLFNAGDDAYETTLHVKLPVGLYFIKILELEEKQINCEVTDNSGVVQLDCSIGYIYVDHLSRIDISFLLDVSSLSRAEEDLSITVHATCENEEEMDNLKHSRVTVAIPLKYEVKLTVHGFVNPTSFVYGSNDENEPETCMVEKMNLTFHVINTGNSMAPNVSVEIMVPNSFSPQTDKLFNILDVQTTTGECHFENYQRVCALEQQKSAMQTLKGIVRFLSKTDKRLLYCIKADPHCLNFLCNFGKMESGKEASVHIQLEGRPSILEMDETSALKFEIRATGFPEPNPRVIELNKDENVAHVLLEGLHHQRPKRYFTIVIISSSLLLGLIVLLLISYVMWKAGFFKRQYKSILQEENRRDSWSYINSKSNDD
* hit, by the source's call; . = not tested or not shown.

SMILES	PME-1 inh	Efflux pump inh	GLD-1 TGE inh	MEX-5 binding	MCL1 BIM primary	GRK2 inh	Fam108B counter	Bcl-xL primary	VLA-4 inh
O=C(NCc1ccco1)c1ccc(C(F)(F)F)cc1	2	-0.1	0	1.7	-4	0	0	3	2
O=C(O)CCCn1cc(NC(=O)c2ccc(F)cc2)cn1	-5	0.0	9	-0.6	3	2	5	6	1
CCOc1ccc(-c2cc(CCCC(=O)NCc3ccc(C)cc3)no2)cc1	-3	-0.1	-3	1.0	-11	0	2	-2	16
COc1ccccc1C(=O)C1CCCN(C(=O)c2cccc(-n3cccn3)c2)C1 (stereo unspecified)	11	-0.1	-2	1.4	-4	2	2	-5	-1
COc1ccccc1/C=N/NC(=Nc1ccc(C)cc1)c1nc2ccccc2s1	4	0.0	8	3.7	8	3	2	7	6
CC1=CC(C)(C)NC(=S)N1c1cccc(C)c1	0	-0.2	-2	1.3	8	3	-5	3	-164
COc1ccc(C(=O)NCC(=O)OCC(=O)N2CCc3ccccc32)cc1	-4	0.0	3	2.9	-10	0	-3	-5	1
O=S(=O)(Nc1c(O)ccc2ccccc12)c1ccc(F)cc1	-5	-0.1	-3	4.0	3	1	-2	19	-52
C[C@@H]1C(=O)O[C@H]2C[C@@]34[C@H]5C[C@@H](C(C)(C)C)[C@]36[C@@H](OC(=O)[C@@H]6O)O[C@@]4(C(=O)O5)[C@]21O	2	0.0	-2	0.7	-4	1	-2	-4	-7
CCOC(=O)c1cc(-c2ccc(F)cc2)nc2c1c(=O)[nH]c(=O)n2Cc1ccccc1	5	-0.4	1	2.8	-6	1	5	-2	-19
N#Cc1ccc(NC(=O)C2=COCCO2)cc1	-3	-0.1	3	.	4	1	.	3	-8
Cc1ccc(NS(=O)(=O)c2ccc3c(c2)NC(=O)CCS3)cc1C	3	0.1	1	3.0	0	4	2	8	8
COc1ccc([C@@H]2[C@@H]3C(=O)N(C(C)(C)C)C(=O)[C@@H]3[C@]3(C)C(=O)N(c4ccc(C)cc4)C(=O)N23)cc1	-1	0.0	0	-1.2	-5	1	-4	1	-7
Cc1cc(F)c(F)c(C(=O)N2C(C)CCCC2C)c1Cl (stereo unspecified)	2	0.0	5	-0.1	-1	1	2	2	0
CC(=O)c1cccc(NC(=O)N2CCCC2C(=O)Nc2ccccc2C)c1 (stereo unspecified)	6	-0.1	8	-0.7	-2	1	0	1	3
CCN(CC)Cc1cc(CCNC(=O)c2ccc(Cl)cc2)ccc1O	5	0.0	-5	-0.3	1	0	1	0	4
COc1ccc(OC(=O)CN2C(=O)C3C4CCC(C4)C3C2=O)cc1 (stereo unspecified)	0	1.9	6	1.7	7	0	-4	-2	-8
Cc1cc(N/N=C/c2cccc(F)c2)nc(NCc2ccccc2)n1	-9	-0.1	4	0.6	5	2	-2	6	2
Fc1ccc(N2CCN(Cc3cn[nH]c3-c3ccccc3)CC2)cc1	-1	-0.1	3	-0.1	-2	0	5	1	6
CC(=O)N(c1ccc(C)cc1)c1nc(C)cc(C)c1C#N	8	-0.1	3	-4.3	0	3	-9	4	13

Looked up one by one from the entries so far:
SMILES	PME-1 inh	Efflux pump inh	GLD-1 TGE inh	MEX-5 binding	MCL1 BIM primary	GRK2 inh	Fam108B counter	Bcl-xL primary	VLA-4 inh
CCOC(=O)c1cc(-c2ccc(F)cc2)nc2c1c(=O)[nH]c(=O)n2Cc1ccccc1	5	-0.4	1	2.8	-6	1	5	-2	-19
Cc1cc(N/N=C/c2cccc(F)c2)nc(NCc2ccccc2)n1	-9	-0.1	4	0.6	5	2	-2	6	2
COc1ccccc1/C=N/NC(=Nc1ccc(C)cc1)c1nc2ccccc2s1	4	0.0	8	3.7	8	3	2	7	6

(further entries)
SMILES	PME-1 inh	Efflux pump inh	GLD-1 TGE inh	MEX-5 binding	MCL1 BIM primary	GRK2 inh	Fam108B counter	Bcl-xL primary	VLA-4 inh
S=C(NCc1ccco1)N1CCN(Cc2ccc(Cl)cc2Cl)CC1	4	0.0	6	7.5	13	4	1	4	-7
CCOC(=O)c1cc2c(ccn2C)n1CC(=O)N1CCN(c2ccc(F)cc2)CC1	4	0.0	8	-0.7	-1	1	5	0	4
Cc1ccc(/C=C2\SC(=S)N(CC3CCCO3)C2=O)o1 (stereo unspecified)	3	-0.2	-5	2.6	35	22	1	25	-16
CC1CCN(c2nc(CN3CCCCC3)nc3scc(-c4ccccc4)c23)CC1	4	0.8	7	0.5	-3	0	4	-2	25
OCCNC(=S)NCCc1ccccc1	1	0.0	-2	-0.8	7	0	3	5	7
CCNC(=O)COC(=O)c1ccc(-n2nc(C)cc2C)cc1	7	-0.2	5	2.0	-3	0	0	1	22
O=C(CN1CCOCC1)NN1CC(=O)N(c2ccc(Cl)cc2)CC1=O	3	0.2	3	3.3	-8	1	4	1	13
COc1ccc(CCNC(=O)CSCc2ccc([N+](=O)[O-])cc2)cc1	2	0.0	1	2.4	-3	0	0	5	1
CNC(=O)c1csc(-c2ccc(Cl)cc2)n1	0	0.2	4	-0.3	2	2	-6	2	11
O=C(CN1CCN(Cc2ccc(Cl)cc2)CC1)N/N=C/c1cccs1	7	-0.2	-1	3.8	13	0	-2	9	1
O=C(Nc1ccc2c(c1)OCO2)C(c1ccc(Cl)cc1)N1CCN(C(=O)c2ccco2)CC1 (stereo unspecified)	3	-0.2	3	-1.3	4	3	1	8	-21
O=C(OCC(=O)N1CCCC1=O)c1cccc([N+](=O)[O-])c1	-2	0.1	5	-3.0	-2	5	5	5	1
C=CCNCCCOc1ccc(C(C)(C)c2ccccc2)cc1	3	0.1	0	-1.3	2	0	2	6	-5
COc1ccc(COc2cccnc2N)cc1	-1	0.1	-3	-0.4	0	0	0	5	21
COc1ccc(CCn2c(C)cc(C(=O)CSc3nnc(N)s3)c2C)cc1	-7	0.1	0	-3.0	15	1	1	10	4
COc1ccc(C2C(C(=O)N3CCN(c4ccccn4)CC3)CCC(=O)N2c2cc(OC)c(OC)c(OC)c2)cc1 (stereo unspecified)	0	0.2	-1	-0.5	1	2	-1	-1	-4
CC(C)(C)c1cc2cccnc2n1Cc1ccccc1	0	0.1	0	-0.2	-1	0	-1	4	10
COc1ccc(NC(=O)[C@@H](NC(=O)N2C[C@H]3C[C@@H](C2)c2cccc(=O)n2C3)C(C)C)cc1OC	5	-0.2	5	0.9	1	0	-1	-1	-8
Cc1ccc(Nc2cc(C)c3ccc(O)cc3n2)cc1C	24	0.0	3	3.2	5	0	2	4	21
Cc1ccc(N(CC(=O)NCc2ccncc2)S(C)(=O)=O)cc1Cl	-2	0.3	0	-0.2	2	0	-1	2	1

A different layout for part of the listing above.
Molecule: CCOC(=O)c1cc(-c2ccc(F)cc2)nc2c1c(=O)[nH]c(=O)n2Cc1ccccc1
- PME-1 inh: 5
- Efflux pump inh: -0.4
- GLD-1 TGE inh: 1
- MEX-5 binding: 2.8
- MCL1 BIM primary: -6
- GRK2 inh: 1
- Fam108B counter: 5
- Bcl-xL primary: -2
- VLA-4 inh: -19
Molecule: CCNC(=O)COC(=O)c1ccc(-n2nc(C)cc2C)cc1
- PME-1 inh: 7
- Efflux pump inh: -0.2
- GLD-1 TGE inh: 5
- MEX-5 binding: 2.0
- MCL1 BIM primary: -3
- GRK2 inh: 0
- Fam108B counter: 0
- Bcl-xL primary: 1
- VLA-4 inh: 22

(continued)
SMILES	PME-1 inh	Efflux pump inh	GLD-1 TGE inh	MEX-5 binding	MCL1 BIM primary	GRK2 inh	Fam108B counter	Bcl-xL primary	VLA-4 inh
CCC(=O)N1c2ccc(S(=O)(=O)N3CCN(c4ccccc4Cl)CC3)cc2CC1C (stereo unspecified)	-6	0.2	9	-1.3	0	2	-4	-5	24
CSc1ccc(C(=O)C2CCCN(C(=O)CCn3cncn3)C2)cc1 (stereo unspecified)	-4	-0.1	5	-3.0	-2	3	1	0	-5
CCOC(=O)C1CCN(S(=O)(=O)c2cccc(-c3cn4cccc(C)c4n3)c2)CC1	-1	0.0	1	.	-5	3	-2	-5	2
CCOC(=O)c1cnc(-c2ccccc2)nc1Oc1ccc(Cl)c(Cl)c1	-3	0.1	4	.	-6	4	-1	0	7
CCN(CC)S(=O)(=O)c1ccc2oc(SCC(=O)NCc3ccccc3)nc2c1	0	0.0	4	3.8	6	2	2	4	25
CC(=O)Nc1ccc2nc(NC(=O)c3ccco3)sc2c1	4	-0.1	5	-1.0	10	4	4	4	9
O=C(O)c1ccc(Nc2ccc3nonc3c2[N+](=O)[O-])cc1	-5	-0.1	-4	-1.6	-4	2	2	-8	17
CN1/C(=C\C(=O)c2cccc([N+](=O)[O-])c2)Sc2ccccc21	-2	0.2	-5	-6.0	4	1	2	-3	-7
CCOC(=O)c1c(C)[nH]c(C(=O)OCC(=O)N(CC(C)C)C2CCS(=O)(=O)C2)c1C (stereo unspecified)	0	0.1	7	.	-3	0	.	-1	42
COc1ccc(Nc2nc3ccccc3c(=O)[nH]2)cc1	-6	-0.2	3	0.4	-1	4	2	6	-16
Cc1ccccc1NS(=O)(=O)c1cc(C(=O)Nc2ccccc2-c2ccccc2)ccc1Cl	1	0.1	7	-1.1	-1	0	-22	-2	-4
CC(C)(C)NC(=O)COC(=O)C1c2ccccc2Oc2ccccc21	3	0.1	2	-1.3	-3	0	1	-2	8
CCOC(=O)c1cnn(-c2c(Cc3ccccc3)c(C)nc3c(-c4ccccc4)c(C)nn23)c1N	-10	-0.2	7	0.4	-15	7	-5	-12	11
Cc1ccc(CC(=O)c2ccc(Cl)cc2)cc1	-3	0.1	5	-0.2	-3	0	2	4	9
CCOc1c(Br)ccc2c1sc1nc[nH]c(=O)c12	-3	-0.2	5	-0.8	3	1	0	6	10
CC(C)CCN1CCN(Cc2cccc(C(F)(F)F)c2)CC1CCO (stereo unspecified)	10	0.0	8	-0.2	12	2	5	3	-3
Cc1ccc(CN(C(=O)C(F)(F)F)C(C(=O)NC2CCCCC2)c2ccco2)cc1 (stereo unspecified)	-5	0.3	-4	-0.5	3	1	0	0	7
CC(CC(=O)Nc1ccc(F)cc1F)S(=O)(=O)c1ccc2c(c1)NC(=O)CO2 (stereo unspecified)	2	0.0	-2	2.1	10	2	-5	2	-4
O=S(=O)(NCCCN1CCOCC1)c1ccc2c(c1)OCCO2	3	0.5	-1	-2.2	-1	0	-2	3	17
O=C(CNC(=O)c1ccccc1)NCCCSc1ccccc1	.	0.1	-5	.	.	3	.	.	3

The list is partial, so the mix of outcomes need not match the whole.
